PolyA inhibitor: polyadenylation inhibitors in yeast reporter cells, primary screen, luminescence, S. cerevisiae | S. cerevisiae SKY197-pL101 polyadenylation reporter, beta-gal luminescence; efflux-impaired pdr1/pdr3 knockout yeast; score 100 = 6 SD above DMSO | calls only at 12 µM | actives 0.02% (n = 300,000) | AID 1875, 2009;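 active = lowest replicate activity score at least 50, where 100 means six control SD above control mean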;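 also: yeast exposed to compound for 9 h at 30 °C; higher score means more reporter readthrough which indicates perturbed polyadenylation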
KCNQ1 act: potentiators or activators of KCNQ1 channel, primary screen, cell-based, thallium flux, high-throughput; Potassium voltage-gated channel subfamily KQT member 1 (Homo sapiens), P51787; CHO-K1 KCNQ1, thallium flux FluxOR fluorescence; hits give high values; B-score at 10 µM; actives 0.35% (n = 310,000); AID 2648, 2010;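 active = fluorescence ratio B-score, a plate-corrected score, at least three library SD, with initial intensity B-score within 5 SD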
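System: Stable KCNQ1 CHO-K1 line | Incubation: 90 min dye loading and 20 min compound exposure, both at room temperature | Measure: Ratio B score | Medium: Assay buffer for compound exposure, DMSO matched across wells | Compound dosing: Single-concentration screen | Probe or stimulus: K+/Tl+ depolarizing stimulus | Measured by: Kinetic FluxOR fluorescence, 10 s baseline plus 110 s post-stimulus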
Dyrk1A ADPGlo: rat Dyrk1A kinase inhibitors, primary screen, biochemical, single point, plate reader | Dual specificity tyrosine-phosphorylation-regulated kinase 1A (Rattus norvegicus), Q63470 | ADP-Glo luminescence, NFATc1 peptide | inhibition, % at 12.5 µM | actives 0.43% (n = 310,000) | AID 504441, 2011; in the data active = inhibition above about 50%;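 also: plate controls were vehicle with enzyme for no effect and no enzyme for full effect; many of its hits are not listed in these tables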
hERG protect: hERG rescue from dofetilide block, primary screen, cell-based, CHO-hERG, FluxOR thallium flux, dofetilide IC70 | Voltage-gated inwardly rectifying potassium channel KCNH2 (Homo sapiens), Q12809 | dofetilide IC70 present | activation (rescue from dofetilide block), less the hit threshold, % at 10 µM | actives 0.51% (n = 310,000) | AID 1511, 2009;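 active = activation above the mean of controls blocked by dofetilide plus 5 SD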;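 also: thallium influx through hERG after potassium depolarization seen as dye fluorescence rise; in these data hits start at about 4.7%; inactives centre near -7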
KCNK9 inh: KCNK9 potassium channel inhibitors, primary screen, HEK293 cells, thallium flux; B-score at 10 µM; actives 1.2% (n = 310,000); FluxOR thallium flux fluorescence; hits give low values; AID 488922, 2010;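 active = ratio B-score over 3 SD below the library mean, with starting fluorescence within 5 SD of its mean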;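 also: negative B-score means less thallium flux so channel inhibition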
GSK3 alpha inh: blockers of GSK3A enzyme activity – biochemical, luminescence, cell-free homogeneous, HTS, primary screen; Glycogen synthase kinase-3 alpha (Homo sapiens), P49840; GSK-3 alpha kinase, ADP-Glo luminescence, 60 min; inhibition, % at 10 µM; actives 0.1% (n = 320,000); AID 2650, 2010;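 in the data active = inhibition above about 50%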;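 also: GST-tagged GSK-3 alpha with peptide substrate and 25 µM ATP; 0% = DMSO neutral wells and 100% = GW8510 positive control wells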
Target sequence (P49840 whole entry, looked up): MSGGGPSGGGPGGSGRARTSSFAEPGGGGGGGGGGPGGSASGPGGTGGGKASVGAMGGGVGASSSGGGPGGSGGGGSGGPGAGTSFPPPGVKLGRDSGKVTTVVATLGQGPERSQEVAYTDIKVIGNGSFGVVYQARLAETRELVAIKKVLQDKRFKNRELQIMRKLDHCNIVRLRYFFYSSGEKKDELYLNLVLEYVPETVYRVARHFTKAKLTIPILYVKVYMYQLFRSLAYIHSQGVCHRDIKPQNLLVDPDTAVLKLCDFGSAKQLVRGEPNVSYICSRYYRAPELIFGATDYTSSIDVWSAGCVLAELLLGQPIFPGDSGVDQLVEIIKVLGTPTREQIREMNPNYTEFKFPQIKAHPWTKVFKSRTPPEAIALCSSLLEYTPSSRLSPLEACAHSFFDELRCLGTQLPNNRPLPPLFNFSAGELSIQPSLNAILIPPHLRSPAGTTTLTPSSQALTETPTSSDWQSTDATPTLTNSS
RGS4 pot: RGS4 potentiators or activators, primary screen, cell-based, HEK293 M3R inducible RGS4, calcium flux | carbachol calcium flux Fluo4; hits give low values | B-score at 10 µM | actives 0.92% (n = 310,000) | AID 463111, 2010;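 active = B-score of the integrated calcium signal more than 4 SD below the library mean, with starting fluorescence not abnormally high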;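 also: negative B-score means reduced calcium response which marks RGS4 activation or potentiation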
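Detection: kinetic calcium fluorescence imaging with Fluo4-AM dye, 2 µM / Material: HEK293 cells with stable M3R and inducible RGS4 / Schedule: recording 10 s baseline at 1 Hz, 100 s post-agonist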
KCNK3 block: human KCNK3 channel inhibitors, primary screen, CHO cells, FluxOR thallium flux, B-score | actives 0.84% (n = 340,000) | B-score at 10 µM | Potassium channel subfamily K member 3 (Homo sapiens), O14649 | FluxOR fluorescence; hits give low values;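 active = B-score under library mean minus 4 SD, starting fluorescence ratio at most library mean plus 5 SD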;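 also: more negative B-score means stronger inhibition of thallium flux through KCNK3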
GSK3B inh: human GSK3beta kinase inhibitors, primary screen, biochemical, cell-free homogeneous, HTS; AID 2097, 2009; activity score (negative = inhibition), % at 10 µM; Glycogen synthase kinase-3 beta (Homo sapiens), P49841; actives 0.038% (n = 300,000); GST-GSK3beta kinase, ADP-Glo luminescence, 60 min; hits give low values;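 active = more than half of replicate wells score below -50%, meaning over 50% inhibition versus plate controls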;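 also: 0% = median DMSO wells and -100% = median GW8510 positive control wells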
Target sequence (P49841 whole entry, looked up): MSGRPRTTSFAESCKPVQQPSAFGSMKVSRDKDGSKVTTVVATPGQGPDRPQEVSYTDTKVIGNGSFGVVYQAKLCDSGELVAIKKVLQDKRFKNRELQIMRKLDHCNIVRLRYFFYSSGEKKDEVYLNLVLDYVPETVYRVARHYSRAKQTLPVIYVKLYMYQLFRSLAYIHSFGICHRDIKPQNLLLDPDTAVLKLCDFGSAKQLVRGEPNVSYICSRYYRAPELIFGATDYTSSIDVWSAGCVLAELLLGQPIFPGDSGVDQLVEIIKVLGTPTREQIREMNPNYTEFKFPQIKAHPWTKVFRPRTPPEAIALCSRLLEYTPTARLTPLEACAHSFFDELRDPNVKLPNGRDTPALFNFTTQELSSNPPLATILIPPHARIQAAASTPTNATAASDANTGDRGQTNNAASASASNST
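Assay system: GST-tagged human GSK3beta kinase, cell-free; Input: 1.6 ng GSK3beta; Medium: Tris/MgCl2 kinase buffer; Timing: 60 min enzyme reaction, room temperature; Signal: ADP-Glo luminescence quantifying ADP generated by kinase; Evaluation: score relative to plate controls; Benchmarks: DMSO neutral wells and GW8510 at 20 µM as positive.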
HDAC3 inh: HDAC3 deacetylase inhibitors, primary screen, biochemical, fluorescence, cell-free homogeneous | actives 0.15% (n = 320,000) | inhibition, % at 8.3 µM | recombinant HDAC3, fluorogenic peptide/trypsin coupled; in the data active = inhibition above about 26%, passing the limit was not always enough
KCNQ1 block: inhibitors of human KCNQ1 channel, primary screen, cell-based, thallium flux, high-throughput; Potassium voltage-gated channel subfamily KQT member 1 (Homo sapiens), P51787; CHO-K1 KCNQ1, FluxOR thallium flux fluorescence; hits give high values; B-score at 10 µM; actives 1.3% (n = 310,000); AID 2642, 2010;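 active = compounds whose thallium flux B-score, printed positive for inhibition, exceeds three library SD while starting fluorescence stays within three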;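 also: channel opened by potassium depolarization with thallium stimulus after 20 min compound exposure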
The depositor's hits bear a star. Some of the compounds tested, so the mix of outcomes need not match the whole.

What do the screens show for `COc1ccc(NC(=O)C(=O)NCCC2=CCCCC2)c(OC)c1`?
PolyA inhibitor: inactive; KCNQ1 act: inactive; Dyrk1A ADPGlo: -1; hERG protect: -6; KCNK9 inh: inactive; GSK3 alpha inh: 0; RGS4 pot: inactive; KCNK3 block: inactive; GSK3B inh: -2; HDAC3 inh: 0; KCNQ1 block: inactive

How did Cc1ccc(S(=O)(=O)NCCC2(C(C)C)CCOC(C)(C)C2)cc1 (configuration not stated) do in these assays?
PolyA inhibitor: inactive; KCNQ1 act: inactive; Dyrk1A ADPGlo: -5; hERG protect: -8; KCNK9 inh: inactive; GSK3 alpha inh: 3; RGS4 pot: inactive; KCNK3 block: inactive; GSK3B inh: 0; HDAC3 inh: 7; KCNQ1 block: inactive

How did NC(=O)C1CCCN(C(=O)c2ccc3nc(Cc4cccc(Cl)c4)oc3c2)C1 (configuration not stated) do in these assays?
PolyA inhibitor: inactive; KCNQ1 act: inactive; hERG protect: -4; KCNK9 inh: inactive; GSK3 alpha inh: -2; RGS4 pot: inactive; KCNK3 block: inactive; GSK3B inh: 0; HDAC3 inh: -2; KCNQ1 block: inactive

How did N=C1/C(=C/c2ccc(-c3cccc(C(=O)O)c3)o2)C(=O)N=C2SC=C(c3ccccc3)N12 do in these assays?
PolyA inhibitor: inactive; KCNQ1 act: inactive; Dyrk1A ADPGlo: 43; hERG protect: -29; KCNK9 inh: inactive; GSK3 alpha inh: -2; RGS4 pot: -8.4*; KCNK3 block: inactive; GSK3B inh: 1; HDAC3 inh: -4; KCNQ1 block: 7*

How did Cc1ccc(C(=O)NC(C)c2ccc(-n3ccnc3)cc2)cc1S(=O)(=O)N1CCOCC1 (configuration not stated) do in these assays?
PolyA inhibitor: inactive; KCNQ1 act: inactive; Dyrk1A ADPGlo: -3; hERG protect: -8; KCNK9 inh: inactive; GSK3 alpha inh: 3; RGS4 pot: inactive; KCNK3 block: inactive; GSK3B inh: -3; HDAC3 inh: -2; KCNQ1 block: inactive

How did CC(OC(=O)C1CC1C)C(=O)Nc1ncc(Cl)cc1Cl (configuration not stated) do in these assays?
PolyA inhibitor: inactive; KCNQ1 act: inactive; Dyrk1A ADPGlo: -16; hERG protect: -6; KCNK9 inh: inactive; GSK3 alpha inh: -3; RGS4 pot: inactive; KCNK3 block: inactive; GSK3B inh: 10; HDAC3 inh: 4; KCNQ1 block: inactive

Results for N#CC1=C(N)OC2=C(CCc3ccccc32)C1c1ccccc1 (configuration not stated) ?
PolyA inhibitor: inactive; KCNQ1 act: inactive; Dyrk1A ADPGlo: 4; hERG protect: -3; KCNK9 inh: -8.7*; GSK3 alpha inh: 1; RGS4 pot: inactive; KCNK3 block: inactive; GSK3B inh: -2; HDAC3 inh: -15; KCNQ1 block: inactive

How did CC(C)(C)c1ccc(C(=O)c2c[nH]c(C(=O)NCc3cccnc3)c2)cc1 do in these assays?
PolyA inhibitor: inactive; KCNQ1 act: inactive; Dyrk1A ADPGlo: 1; hERG protect: -9; KCNK9 inh: inactive; GSK3 alpha inh: 2; RGS4 pot: inactive; KCNK3 block: inactive; GSK3B inh: -4; HDAC3 inh: 8; KCNQ1 block: inactive

What do the screens show for `Brc1ccc(CSc2ncnc3nc[nH]c23)cc1`?
PolyA inhibitor: inactive; KCNQ1 act: inactive; Dyrk1A ADPGlo: 7; hERG protect: -8; KCNK9 inh: inactive; GSK3 alpha inh: -1; RGS4 pot: inactive; KCNK3 block: inactive; GSK3B inh: 0; HDAC3 inh: 3; KCNQ1 block: inactive

How did CC(=O)Nc1cccc(NC(C)=O)n1 do in these assays?
PolyA inhibitor: inactive; KCNQ1 act: inactive; Dyrk1A ADPGlo: 19; hERG protect: -4; KCNK9 inh: inactive; GSK3 alpha inh: 8; RGS4 pot: inactive; KCNK3 block: inactive; GSK3B inh: 5; HDAC3 inh: -2; KCNQ1 block: inactive

How did C=CCc1c(C)nc2cc(-c3ccc(C)cc3)[nH]n2c1=O do in these assays?
PolyA inhibitor: inactive; KCNQ1 act: inactive; Dyrk1A ADPGlo: 5; hERG protect: -6; KCNK9 inh: inactive; GSK3 alpha inh: -1; RGS4 pot: inactive; KCNK3 block: inactive; GSK3B inh: 3; HDAC3 inh: -3; KCNQ1 block: inactive

What do the screens show for `COc1ccc(C(=O)NCc2ccc(C(=O)O)o2)cc1`?
PolyA inhibitor: inactive; KCNQ1 act: inactive; Dyrk1A ADPGlo: -2; hERG protect: -5; KCNK9 inh: inactive; GSK3 alpha inh: -3; RGS4 pot: inactive; KCNK3 block: inactive; HDAC3 inh: -1; KCNQ1 block: inactive

How did O=C(COC(=O)c1cc([N+](=O)[O-])ccc1N1CCOCC1)Nc1c(Cl)cccc1C(F)(F)F do in these assays?
PolyA inhibitor: inactive; KCNQ1 act: inactive; Dyrk1A ADPGlo: -2; hERG protect: -9; KCNK9 inh: inactive; GSK3 alpha inh: -3; RGS4 pot: inactive; KCNK3 block: inactive; GSK3B inh: -2; HDAC3 inh: 3; KCNQ1 block: inactive

How did CCN1CCN(c2cc(C)c3cc(NC(=O)c4cnccn4)ccc3n2)CC1 do in these assays?
PolyA inhibitor: inactive; KCNQ1 act: inactive; Dyrk1A ADPGlo: 1; hERG protect: -5; KCNK9 inh: inactive; GSK3 alpha inh: 0; RGS4 pot: inactive; KCNK3 block: inactive; GSK3B inh: -4; HDAC3 inh: -2; KCNQ1 block: inactive

How did CC(=O)c1cc2ccc(O)cc2oc1=O do in these assays?
PolyA inhibitor: inactive; KCNQ1 act: inactive; Dyrk1A ADPGlo: 20; hERG protect: -19; KCNK9 inh: inactive; GSK3 alpha inh: 7; RGS4 pot: inactive; KCNK3 block: inactive; GSK3B inh: 0; HDAC3 inh: -120; KCNQ1 block: 7*

Results for CCOC(=O)CC(NC(=O)Cn1nnc(-c2ccccc2F)n1)c1ccccc1Cl (configuration not stated) ?
PolyA inhibitor: inactive; KCNQ1 act: inactive; Dyrk1A ADPGlo: 3; hERG protect: -10; KCNK9 inh: inactive; RGS4 pot: inactive; KCNK3 block: inactive; GSK3B inh: 4; HDAC3 inh: 8; KCNQ1 block: inactive

How did C=CCN1C(=O)CSc2ccc(C(=O)NCc3ccc(F)cc3)cc21 do in these assays?
PolyA inhibitor: inactive; KCNQ1 act: inactive; Dyrk1A ADPGlo: 1; hERG protect: -6; KCNK9 inh: inactive; GSK3 alpha inh: -5; RGS4 pot: inactive; KCNK3 block: inactive; GSK3B inh: 5; HDAC3 inh: 4; KCNQ1 block: inactive

How did Cc1ccc(C)c(CN2C(=O)C(C)Oc3ccc(C)cc32)c1 (configuration not stated) do in these assays?
PolyA inhibitor: inactive; KCNQ1 act: inactive; Dyrk1A ADPGlo: -3; hERG protect: -6; KCNK9 inh: inactive; GSK3 alpha inh: -2; RGS4 pot: inactive; KCNK3 block: inactive; GSK3B inh: 2; HDAC3 inh: 1; KCNQ1 block: inactive

What do the screens show for `Cc1ccccc1NC(=O)C1CC(=O)N(c2ccccc2F)C1` (configuration not stated)?
PolyA inhibitor: inactive; KCNQ1 act: inactive; Dyrk1A ADPGlo: 0; hERG protect: -5; KCNK9 inh: inactive; GSK3 alpha inh: -1; RGS4 pot: inactive; KCNK3 block: inactive; GSK3B inh: -3; HDAC3 inh: 1; KCNQ1 block: inactive

What do the screens show for `COC(=O)[C@H](Cc1ccccc1)NC(=O)c1cc(COc2c(F)cccc2F)on1`?
PolyA inhibitor: inactive; KCNQ1 act: inactive; Dyrk1A ADPGlo: -4; hERG protect: -7; KCNK9 inh: inactive; GSK3 alpha inh: -2; RGS4 pot: inactive; KCNK3 block: inactive; GSK3B inh: 28; HDAC3 inh: 3; KCNQ1 block: inactive

How did Cc1ccc(NC(=O)COC(=O)C2CCC2)cc1S(=O)(=O)N1CCCCC1 do in these assays?
PolyA inhibitor: inactive; KCNQ1 act: inactive; Dyrk1A ADPGlo: -2; hERG protect: -12; KCNK9 inh: inactive; GSK3 alpha inh: 1; RGS4 pot: inactive; KCNK3 block: inactive; GSK3B inh: -2; HDAC3 inh: -6; KCNQ1 block: inactive

Results for COC(=O)C1CCN(C(=O)COc2ccc(Cl)cc2)CC1 ?
PolyA inhibitor: inactive; KCNQ1 act: inactive; Dyrk1A ADPGlo: -1; hERG protect: -13; KCNK9 inh: inactive; GSK3 alpha inh: 2; RGS4 pot: inactive; KCNK3 block: inactive; GSK3B inh: -7; HDAC3 inh: -1; KCNQ1 block: inactive

Of the compounds above, these contain a furan ring, fused or not:
How did N=C1/C(=C/c2ccc(-c3cccc(C(=O)O)c3)o2)C(=O)N=C2SC=C(c3ccccc3)N12 do in these assays?
PolyA inhibitor: inactive; KCNQ1 act: inactive; Dyrk1A ADPGlo: 43; hERG protect: -29; KCNK9 inh: inactive; GSK3 alpha inh: -2; RGS4 pot: -8.4*; KCNK3 block: inactive; GSK3B inh: 1; HDAC3 inh: -4; KCNQ1 block: 7*

What do the screens show for `COc1ccc(C(=O)NCc2ccc(C(=O)O)o2)cc1`?
PolyA inhibitor: inactive; KCNQ1 act: inactive; Dyrk1A ADPGlo: -2; hERG protect: -5; KCNK9 inh: inactive; GSK3 alpha inh: -3; RGS4 pot: inactive; KCNK3 block: inactive; HDAC3 inh: -1; KCNQ1 block: inactive

Screens deposited in PubChem BioAssay by several laboratories.
